High-throughput results from PubChem.
SSB-PriA inh – K. pneumoniae PriA-SSBct interaction inhibition; AlphaScreen SSBct-PriA binding, biotinylated peptide; inhibition, % at 33 µM; 0.6% of 430,000 active; AID 1272365; in the data active = inhibition mostly above about 37%, no sharp cut-off; inactive = mostly below about 20%;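 also: plate controls were negative control peptide for no effect and reference peptide for full effect; strong numbers were not always called active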
TcdB inh – TcdB glycohydrolase inhibition; P18177; TcdB glycohydrolase enzymatic assay, plate reader; 0.24% of 350,000 active; inhibition, % at 9.99 µM; in the data active = inhibition above about 10%
Target sequence (P18177 whole entry, looked up): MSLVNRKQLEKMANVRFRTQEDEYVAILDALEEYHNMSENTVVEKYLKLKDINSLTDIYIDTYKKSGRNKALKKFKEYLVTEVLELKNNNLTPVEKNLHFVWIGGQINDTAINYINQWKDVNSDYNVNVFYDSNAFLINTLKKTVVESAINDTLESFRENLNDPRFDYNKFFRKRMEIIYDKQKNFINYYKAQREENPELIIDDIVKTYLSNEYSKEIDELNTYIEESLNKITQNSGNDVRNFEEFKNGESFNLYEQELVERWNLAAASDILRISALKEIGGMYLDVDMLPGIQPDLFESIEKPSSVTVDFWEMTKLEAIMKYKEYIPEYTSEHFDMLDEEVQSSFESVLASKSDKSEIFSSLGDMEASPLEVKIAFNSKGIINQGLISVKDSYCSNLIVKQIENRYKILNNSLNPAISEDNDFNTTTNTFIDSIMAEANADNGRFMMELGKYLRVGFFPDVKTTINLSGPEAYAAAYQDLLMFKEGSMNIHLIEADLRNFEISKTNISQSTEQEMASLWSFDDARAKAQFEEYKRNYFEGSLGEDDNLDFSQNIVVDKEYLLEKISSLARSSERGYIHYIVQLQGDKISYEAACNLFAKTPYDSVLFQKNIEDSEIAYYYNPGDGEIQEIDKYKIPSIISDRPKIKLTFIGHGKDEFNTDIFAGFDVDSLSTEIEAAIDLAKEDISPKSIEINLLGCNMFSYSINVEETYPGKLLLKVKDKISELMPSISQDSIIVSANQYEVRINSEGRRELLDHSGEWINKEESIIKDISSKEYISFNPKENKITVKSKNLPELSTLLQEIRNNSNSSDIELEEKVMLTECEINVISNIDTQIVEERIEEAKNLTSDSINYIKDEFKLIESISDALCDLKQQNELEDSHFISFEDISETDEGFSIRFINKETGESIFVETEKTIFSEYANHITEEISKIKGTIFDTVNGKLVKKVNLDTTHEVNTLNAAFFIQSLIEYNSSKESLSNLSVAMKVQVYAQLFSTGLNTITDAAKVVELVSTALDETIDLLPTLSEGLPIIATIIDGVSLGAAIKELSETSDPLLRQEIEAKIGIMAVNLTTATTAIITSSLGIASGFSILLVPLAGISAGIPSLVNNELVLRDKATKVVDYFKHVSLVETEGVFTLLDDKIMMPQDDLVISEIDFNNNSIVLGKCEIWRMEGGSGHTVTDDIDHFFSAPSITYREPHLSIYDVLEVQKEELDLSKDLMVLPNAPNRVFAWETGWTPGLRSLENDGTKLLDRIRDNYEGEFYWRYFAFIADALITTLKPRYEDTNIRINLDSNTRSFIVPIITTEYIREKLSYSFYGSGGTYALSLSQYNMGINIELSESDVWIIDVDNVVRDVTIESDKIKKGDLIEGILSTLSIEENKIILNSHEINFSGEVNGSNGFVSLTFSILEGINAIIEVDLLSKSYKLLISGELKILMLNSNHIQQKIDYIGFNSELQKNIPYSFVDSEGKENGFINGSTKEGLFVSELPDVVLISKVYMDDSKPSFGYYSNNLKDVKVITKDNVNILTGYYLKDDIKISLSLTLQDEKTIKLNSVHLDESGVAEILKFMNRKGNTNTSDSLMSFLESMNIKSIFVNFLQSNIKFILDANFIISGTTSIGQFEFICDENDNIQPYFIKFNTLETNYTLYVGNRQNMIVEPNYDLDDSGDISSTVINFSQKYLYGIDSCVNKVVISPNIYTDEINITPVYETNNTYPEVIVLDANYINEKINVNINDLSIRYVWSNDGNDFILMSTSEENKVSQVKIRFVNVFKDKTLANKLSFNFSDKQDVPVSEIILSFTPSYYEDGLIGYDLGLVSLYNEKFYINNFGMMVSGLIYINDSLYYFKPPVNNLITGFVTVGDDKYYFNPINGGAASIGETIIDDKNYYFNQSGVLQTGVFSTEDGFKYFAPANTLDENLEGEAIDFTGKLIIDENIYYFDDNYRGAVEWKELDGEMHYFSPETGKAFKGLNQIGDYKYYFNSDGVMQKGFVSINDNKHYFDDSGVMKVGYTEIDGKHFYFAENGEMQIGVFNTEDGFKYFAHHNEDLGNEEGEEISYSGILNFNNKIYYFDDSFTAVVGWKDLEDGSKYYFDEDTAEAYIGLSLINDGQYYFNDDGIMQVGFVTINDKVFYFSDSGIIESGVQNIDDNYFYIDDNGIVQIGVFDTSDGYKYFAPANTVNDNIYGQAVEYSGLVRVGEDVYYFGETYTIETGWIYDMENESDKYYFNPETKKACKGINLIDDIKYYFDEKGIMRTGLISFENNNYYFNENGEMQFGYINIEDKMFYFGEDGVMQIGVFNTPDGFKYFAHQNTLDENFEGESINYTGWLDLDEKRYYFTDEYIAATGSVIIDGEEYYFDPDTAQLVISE
Anthrax LF prot – inhibitors of Bacillus anthracis lethal factor protease; P15917; multiplex microsphere protease cleavage assay, LF; inhibition, % at 10 µM; 0.12% of 360,000 active; also: plate controls were buffer without enzyme for full effect and enzyme alone for no effect
PfHsp40 rescue – rescue of PfHsp40-mediated yeast toxicity; S. cerevisiae expressing PfHsp40, growth rescue, ATP luminescence; growth rescue, % at 12.5 µM; 0.68% of 340,000 active; AID 504582; in the data active = growth rescue above about 28%, passing the limit was not always enough; inconclusive = no clear call, values can overlap the other calls;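 also: yeast W303a lacking pdr1 and pdr3 grown in galactose medium; growth measured after three days at 30 °C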
VHR inh abs – blocks human VHR1 dual specificity phosphatase; P51452; recombinant VHR phosphatase, pNPP absorbance; inhibition, % at 13.3 µM; 0.52% of 290,000 active; in the data active = inhibition above about 50%; also: some compounds called inactive have numbers as strong as hits
Yp Topo-I inh – Y. pestis Topo-I inhibition via cleavage products. Y. pestis Topo-I cleavage product accumulation, plate reader. activity, % at 10 µM. 0.064% of 360,000 active. AID 504884; in the data active = activity above about 50%, passing the limit was not always enough; inconclusive = no clear call, values can overlap the other calls; also: inactives centre near 2
3CLpro inhibitor – SARS-CoV 3CLpro protease inhibition | recombinant SARS-CoV 3CLpro, quenched FRET peptide cleavage | inhibition, % at 6 µM | P0C6X7 | 0.14% of 290,000 active; in the data active = inhibition above about 12%
Vc quorum ag – inducers of Vibrio cholerae quorum light production without autoinducers. V. cholerae BH1578 lux reporter, luminescence, 6 h. activation, % at 18.7 µM. 0.16% of 350,000 active; in the data active = activation mostly above about 9.7%, no sharp cut-off; inconclusive = no clear call, values can overlap the other calls; inactive = mostly below about 3.7%; also: not every result past the cut was called active; inactives centre near 0; reference of the scale not given here
CCHF vOTU inh – CCHFV vOTU protease inhibition. 0.55% of 370,000 active. Pep-AMC fluorescence. inhibition, % at 11.5 µM; in the data active = inhibition above about 30%; also: 0% = vehicle wells with enzyme and 100% = no enzyme wells
BoNT-A LC inh2 – blocks Botulinum neurotoxin A light chain protease; 0.17% of 360,000 active; inhibition, % at 10 µM; multiplex microsphere protease substrate cleavage, flow cytometry; also: plate controls were buffer without enzyme for full effect and enzyme alone for no effect
* = called active by the depositor; i = inactive; ? = inconclusive; . = no result given; & = joins results of further samples. Rule as the data show it, unless noted: active = inhibition above about 30%; inconclusive = no clear call, values can overlap the other calls; inactive = below that. Only part of the results is shown, so the mix of outcomes need not match the whole.

no.	Molecule	SSB-PriA inh	TcdB inh	Anthrax LF prot	PfHsp40 rescue	VHR inh abs	Yp Topo-I inh	3CLpro inhibitor	Vc quorum ag	CCHF vOTU inh	BoNT-A LC inh2
1	Cc1sc(N)c(C(=O)c2ccccc2)c1C	5	0.2	-11	0.0	23	5	5	0.4	16	-0.8
2	COc1ccc(-c2csc(NC(=O)CSc3n[nH]c(C)n3)n2)cc1	-2	0.9	6	0.1	21	-4	2	-3.1	-16	-3.6
3	Cc1ccc(C(C)C)c(OCC(O)CN2CCc3ccccc3C2)c1 (configuration not stated)	-3&-11	1.5	22	2.3	18	34	0	-0.6	21	-2.7
4	Cc1ccc(C)c(-c2ccc(=O)n(Cc3ccc(F)cc3Cl)n2)c1	-17	4.7	9	5.7	5	42	3	-0.4	8	-1.2
5	N#Cc1c(Nc2ccccc2C(F)(F)F)s[nH]c1=O	-20	1.3	6	.	22	-14	2	0.4	-11	-7.1
6	S=C(NCCc1ccc(Cl)cc1)NCc1ccccc1	-18	.	.	-1.2	19	-3	7	i	.	.
7	O=C(c1ccc(Cl)c(S(=O)(=O)N2CCOCC2)c1)N(c1ccccn1)C1CCCCC1	-7	-1.1	-10	0.3	48	-5	0	0.3	7	-0.6
8	Cc1cc(=O)n(C(C)Cc2ccccc2)n1C(C)Cc1ccccc1 (configuration not stated)	-4	0.7	5	1.4	.	11	.	i	-14	0.2
9	N#Cc1ccc(S(=O)(=O)N2CCCCC2c2cc(C(=O)NCc3ccccc3)no2)cc1 (configuration not stated)	.	0.9	-5	.	.	25	.	0.1	-3	0.0
10	CCOC(=O)C(=O)NNc1ccccc1OC	-1	3.1	13	-0.6	26	-5	2	0.7	-11	?
11	CCc1ccc(OCCOCC(O)CNC(C)(C)C)cc1 (configuration not stated)	-3	0.0	0	-1.6	21	-10	2	-0.3	0	-0.5
12	Cc1nc2ccccc2c(=O)n1NC(=O)c1ccccc1Br	-10	0.8	9	-0.1	20	-4	-3	-0.9	3	4.5
13	Cc1ccc(CSCCNC(=O)CN(c2cccc([N+](=O)[O-])c2)S(C)(=O)=O)cc1	10	0.6	-3	-0.8	21	11	0	-0.1	8	0.4
14	CC1CCCCN1C(=O)c1ccccc1NC(=O)c1ccco1 (configuration not stated)	-6	.	-2	-0.8	-1	-7	4	6.2	20	-0.4
15	O=C(COC(=O)CCCc1nc2ccccc2s1)NC(=O)NCc1ccco1	8	2.1	-2	0.3	10	2	2	1.2	-5	-0.2
16	Cc1ccc(NC(=S)NCc2ccc(Cl)cc2)c(OC(F)F)c1	-19	0.1	6	4.4	-18	9	-2	-1.0	4	0.6
17	O=Cc1ccnc(-c2ccc(OC(=O)c3ccco3)cc2)n1	-6	2.9	-9	-1.4	17	3	-5	-0.5	-14	-0.4
18	O=S(=O)(NCCSCc1c(Cl)cccc1Cl)c1ccc2c(c1)OCCO2	-5	.	-3	0.2	27	19	3	-0.3	4	-1.9
19	CN(CCc1ccccn1)C(=O)CCC1CCCN(C(=O)c2ccc3c(c2)OCCO3)C1 (configuration not stated)	-15	0.5	9	-0.3	22	13	7	-0.5	-15	1.2
20	Cc1ccc(NC(=O)c2ccco2)nc1	-12	-0.1	0	-0.1	.	-7	.	i	-5	1.0

16 entries already listed, sorted by length of the SMILES, smallest number first.
no.	Molecule	SSB-PriA inh	TcdB inh	Anthrax LF prot	PfHsp40 rescue	VHR inh abs	Yp Topo-I inh	3CLpro inhibitor	Vc quorum ag	CCHF vOTU inh	BoNT-A LC inh2
20	Cc1ccc(NC(=O)c2ccco2)nc1	-12	-0.1	0	-0.1	.	-7	.	i	-5	1.0
10	CCOC(=O)C(=O)NNc1ccccc1OC	-1	3.1	13	-0.6	26	-5	2	0.7	-11	?
1	Cc1sc(N)c(C(=O)c2ccccc2)c1C	5	0.2	-11	0.0	23	5	5	0.4	16	-0.8
6	S=C(NCCc1ccc(Cl)cc1)NCc1ccccc1	-18	.	.	-1.2	19	-3	7	i	.	.
11	CCc1ccc(OCCOCC(O)CNC(C)(C)C)cc1 (configuration not stated)	-3	0.0	0	-1.6	21	-10	2	-0.3	0	-0.5
5	N#Cc1c(Nc2ccccc2C(F)(F)F)s[nH]c1=O	-20	1.3	6	.	22	-14	2	0.4	-11	-7.1
14	CC1CCCCN1C(=O)c1ccccc1NC(=O)c1ccco1 (configuration not stated)	-6	.	-2	-0.8	-1	-7	4	6.2	20	-0.4
17	O=Cc1ccnc(-c2ccc(OC(=O)c3ccco3)cc2)n1	-6	2.9	-9	-1.4	17	3	-5	-0.5	-14	-0.4
16	Cc1ccc(NC(=S)NCc2ccc(Cl)cc2)c(OC(F)F)c1	-19	0.1	6	4.4	-18	9	-2	-1.0	4	0.6
8	Cc1cc(=O)n(C(C)Cc2ccccc2)n1C(C)Cc1ccccc1 (configuration not stated)	-4	0.7	5	1.4	.	11	.	i	-14	0.2
15	O=C(COC(=O)CCCc1nc2ccccc2s1)NC(=O)NCc1ccco1	8	2.1	-2	0.3	10	2	2	1.2	-5	-0.2
18	O=S(=O)(NCCSCc1c(Cl)cccc1Cl)c1ccc2c(c1)OCCO2	-5	.	-3	0.2	27	19	3	-0.3	4	-1.9
19	CN(CCc1ccccn1)C(=O)CCC1CCCN(C(=O)c2ccc3c(c2)OCCO3)C1 (configuration not stated)	-15	0.5	9	-0.3	22	13	7	-0.5	-15	1.2
9	N#Cc1ccc(S(=O)(=O)N2CCCCC2c2cc(C(=O)NCc3ccccc3)no2)cc1 (configuration not stated)	.	0.9	-5	.	.	25	.	0.1	-3	0.0
7	O=C(c1ccc(Cl)c(S(=O)(=O)N2CCOCC2)c1)N(c1ccccn1)C1CCCCC1	-7	-1.1	-10	0.3	48	-5	0	0.3	7	-0.6
13	Cc1ccc(CSCCNC(=O)CN(c2cccc([N+](=O)[O-])c2)S(C)(=O)=O)cc1	10	0.6	-3	-0.8	21	11	0	-0.1	8	0.4

The list goes on:
no.	Molecule	SSB-PriA inh	TcdB inh	Anthrax LF prot	PfHsp40 rescue	VHR inh abs	Yp Topo-I inh	3CLpro inhibitor	Vc quorum ag	CCHF vOTU inh	BoNT-A LC inh2
21	CCC(=O)C1CCCN(C(=O)CCc2nnc(-c3ccc4c(c3)OCO4)o2)C1 (configuration not stated)	-4	1.2	-2	0.1	5	12	-4	0.7	-8	1.0
22	CC1(C(=O)O)Oc2cccnc2NC1=O (configuration not stated)	-14	0.6	11	-1.1	13	7	-2	-0.6	-8	-0.3
23	COc1cc(C2=NOC(C(=O)NCc3cccs3)C2)cc(OC)c1OC (configuration not stated)	-11	.	0	-0.9	12	-6	3	-5.9	0	1.7
24	CN1CCN(CC(O)COc2ccc(C(=O)O)cc2)CC1 (configuration not stated)	-3	-0.1	-8	0.0	-37	-6	3	-0.8	3	2.2
25	CCc1nc2ccc(C(=O)Nc3cc(-c4ccccc4)ccc3OC)cn2c1N(CC)Cc1cccc(Br)c1	.	0.6	-10	.	.	9	.	-0.6	25	-0.3
26	N/C(=N\OC(=O)C12CC3CC(CC(C3)C1)C2)c1ccccc1	.	.	-10	2.2	30	14	-2	i	-9	5.0
27	Cc1ccc(S(=O)(=O)N2CCC[C@H]2C(=O)NC2CCCCC2)cc1	0	5.9	2	-1.6	.	-4	.	i	8	-0.2
28	Cc1cccc(NC(=S)N(CCN(C)C)Cc2cc3cc(C)ccc3[nH]c2=O)c1	6	0.0	4	0.3	25	-3	4	-0.4	-2	0.4
29	C/C=C(\C)c1nnc(NC(=O)c2ccco2)s1	-4	.	-2	-0.6	-2	3	-2	-0.3	10	-0.3
30	Cc1cccc(OCCNC(=O)c2cc(C3CC3)nc3c2cnn3C(C)C)c1	.	-0.7	3	.	.	2	.	1.3	-1	-1.3
31	CN(Cc1cccs1)C(=O)Cc1c[nH]c2ccccc12	-13	.	2	-0.3	-5	1	1	-0.3	-8	-0.4
32	CC(=O)[C@@H]1[C@@H](C)N(Cc2ccccc2)C(=O)N[C@H]1c1cccc(C(F)(F)F)c1	-9	1.9	3	0.7	22	5	.	0.3	-9	-0.6
33	O=C(COc1coc(CN2CCN(c3ccccc3F)CC2)cc1=O)NC1CCCC1	-2	0.5	5	0.0	.	4	.	-1.1	-9	2.0
34	C/C(N)=C(/C#N)C(=O)COC(=O)[C@@H](NC(=O)c1ccccc1Cl)C(C)C	-12	0.9	-2	2.2	18	-14	-3	-0.8	-11	-0.1
35	CCCn1c(SCC(=O)c2cc(C)n(C3CC3)c2C)n[nH]c1=O	7	1.5	-12	-0.7	.	-4	.	-2.5	-4	-0.6
36	CN(CC(=O)Nc1ccc2c(c1)CCC2)CC(=O)Nc1ccccc1Br	1	0.5	1	3.8	2	29	6	-0.3	12	1.0
37	CCN(CC)CCCNC(=O)c1cn(CC)c2cc(N3CCN(C(=O)c4ccco4)CC3)c(F)cc2c1=O	12	0.5	0	0.2	29	-1	-6	i	4	0.4
38	CCC(c1nc2ccccc2[nH]1)N(Cc1cccnc1)C(=O)c1cc(-c2ccccc2)on1 (configuration not stated)	.	-0.7	-1	.	.	.	.	.	-3	-0.6
39	Cc1nc(-c2ccc(S(=O)(=O)N3CCCN(CCc4ccccc4)CC3)s2)cs1	6	0.7	-20	0.0	-22	25	1	i	6	-5.8
40	CN(C(=O)OC(C)(C)C)[C@H](Cc1ccccc1)C(=O)N[C@H]1CCCCNC1=O	-3	0.5	5	0.0	.	-1	.	-6.4	6	-0.1

Rewritten with two lines to a compound: 2 of the compounds above
Below each compound: SSB-PriA inh, TcdB inh, Anthrax LF prot, PfHsp40 rescue, VHR inh abs, Yp Topo-I inh, 3CLpro inhibitor, Vc quorum ag, CCHF vOTU inh, BoNT-A LC inh2
#25 CCc1nc2ccc(C(=O)Nc3cc(-c4ccccc4)ccc3OC)cn2c1N(CC)Cc1cccc(Br)c1
  ., 0.6, -10, ., ., 9, ., -0.6, 25, -0.3
#26 N/C(=N\OC(=O)C12CC3CC(CC(C3)C1)C2)c1ccccc1
  ., ., -10, 2.2, 30, 14, -2, i, -9, 5.0

Remaining list, next part:
no.	Molecule	SSB-PriA inh	TcdB inh	Anthrax LF prot	PfHsp40 rescue	VHR inh abs	Yp Topo-I inh	3CLpro inhibitor	Vc quorum ag	CCHF vOTU inh	BoNT-A LC inh2
41	COc1ccc(-c2cc(NC(C)=O)c3ncc(-c4ccccc4)n3c2)c(OC)c1	.	-0.1	-7	.	.	35	.	-0.4	-3	-2.0
42	O=C(/C=C/c1nc2ccccc2s1)N1CCCCCC1	-16	2.9	0	3.1	20	-3	0	-0.2	-3	-0.6
43	CN(C)S(=O)(=O)c1cccc(NC(=O)CSc2nc3c(cc2C#N)C(=O)CC(C)(C)C3)c1	-1	1.3	0	-0.2	-1	-5	-1	-0.2	3	0.6
44	O=C(Nc1cccnc1Cl)c1ccc2c(Cl)c3c(nc2c1)CCC3	-2	1.0	-1	4.0	6	50	-10	-3.3	7	-0.4
45	CCCCC(=O)Oc1ccccc1C1SCc2cc(C)c(C)cc2CS1	-5	.	-2	-0.2	15	-10	1	i	11	0.8
46	C=CC[N+]1(CC=C)CCOCC1	-8	-1.4	-3	-0.2	-1	-1	2	-0.3	-8	1.1
47	Cc1ccc(C(=O)Nc2nc3ccc(S(C)(=O)=O)cc3s2)s1	-8	.	-1	1.5	8	4	1	2.4	6	2.2
48	CN(CC(=O)Nc1ccc(Cl)c(C(F)(F)F)c1)C(=O)CCC(=O)c1ccccc1	-1	0.1	-1	-1.0	.	10	.	-0.4	15	0.4
49	COc1ccc(OC)c(N2CC(O)(c3cccs3)[N+]3=C2SCCC3)c1 (configuration not stated)	9	0.3	1	-0.4	19	-1	3	-0.2	-8	-1.0
50	CCNc1ccc(Br)cc(C(=O)/C=C/c2ccc(Cl)cc2)c1=O	-7	.	26	1.3	15	1	3	-0.3	.	29
51	CCCCC1=CC2=C(c3ccco3)C(=O)C(C)(OC(=O)c3ccc(OC)cc3)C(=O)C2=CN1CC1CC1 (configuration not stated)	-8	-9.6	-11	-0.7	4	1	.	i	18	1.9
